C8 TRAIL sens – viability loss with TRAIL in NB7+C8 cells, primary screen, TRAIL sensitizer project, cell-based, ATPlite luminescence | 360,000 compounds, 1% hits | inhibition (viability loss, TRAIL sensitization), % at 10 µM;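 active = compounds causing at least 50% loss of cell viability in the single-dose screen, relative to plate controls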
SRC3 inh – SRC3 coactivator transcriptional activity inhibitors, primary screen, cell-based, luminescence; AID 588352, 2011; 360,000 compounds, 0.17% hits; Nuclear receptor coactivator 3 (Homo sapiens), Q9Y6Q9; inhibition, % at 3.6 µM; HEK293 GAL4-SRC3 luciferase reporter;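 active = inhibition above a per-campaign cutoff, the mean of all compounds plus 3 SD, cut at about 60% in these data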;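 note: 0% = DMSO-treated cells and 100% = gossypol-treated cells at 36 µM; higher means less SRC3-driven luciferase light from the GAL4 reporter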
KKLEB tox – cytotoxicity in KKLEB CF airway cells, primary screen, cytotoxicity control for CF NF-kB inhibitor project, cell-based, uHTS, fluorescence assay plates; 360,000 compounds, 0.36% hits; KKLEB CF airway cells viability, ATPlite luminescence, overnight; active compounds read low; cells stimulated with P. aeruginosa culture filtrate; activity change (cytotoxicity), % at 5 µM;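 active = corrected activity change at or below -50% at 5 µM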
NCOA2 inhibitor – inhibition of GAL4-SRC2 driven luciferase reporter, primary screen, SRC2 inhibitor project, cell-based, luminescence; AID 651957, 2012; 370,000 compounds, 0.17% hits; inhibition, % at 9 µM; HEK293 GAL4-SRC2 luciferase reporter; Nuclear receptor coactivator 2 (Homo sapiens), Q15596;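 active = inhibition above the mean inhibition of all tested compounds plus 3 SD, set per campaign, cut at about 52% in these data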;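 note: 0% = DMSO treated cells and 100% = cells given Gossypol at 36 µM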
NR2F2 inh – NR2F2 transcriptional activity inhibitors, primary screen, cell-based, luciferase reporter, HEK293T, luminescence | COUP transcription factor 2 (Homo sapiens), P24468 | HEK293T NGFI-A luciferase reporter | inhibition, % at 8.6 µM | 370,000 compounds, 0.7% hits;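 active = inhibition above a per-plate cutoff, mean inhibition of test wells between control levels plus 3 SD, cut at about 38% in these data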;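 note: cells cotransfected with COUP-TFII expression vector driving the NGFI-A reporter; 0% = median of COUP-TF2 test wells and 100% = reporter-only cells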
Target sequence (P24468 whole entry, looked up): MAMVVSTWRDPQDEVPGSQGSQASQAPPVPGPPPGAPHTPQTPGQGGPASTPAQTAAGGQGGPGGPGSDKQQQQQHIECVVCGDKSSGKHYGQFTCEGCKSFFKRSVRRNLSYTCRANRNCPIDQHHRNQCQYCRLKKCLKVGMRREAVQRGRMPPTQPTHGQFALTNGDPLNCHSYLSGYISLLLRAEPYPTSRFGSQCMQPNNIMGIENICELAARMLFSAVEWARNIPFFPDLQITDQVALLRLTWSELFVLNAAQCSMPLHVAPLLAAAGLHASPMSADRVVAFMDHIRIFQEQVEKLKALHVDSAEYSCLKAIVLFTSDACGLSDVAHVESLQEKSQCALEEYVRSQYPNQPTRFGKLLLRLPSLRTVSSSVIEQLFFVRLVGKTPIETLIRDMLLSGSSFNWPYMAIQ
LMP1 NFkB inh – EBV LMP1-driven NF-kappaB luciferase reporter inhibitors, primary screen, cell-based, luminescence, single point | LMP1-induced NF-kappaB luciferase reporter cells | inhibition, % at 12.5 µM | AID 504558, 2011 | 350,000 compounds, 0.69% hits; in the data active = inhibition above about 41%;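 note: 0% = neutral control wells and 100% = reference inhibitor control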
TWEAK Fn14 block – inhibitors of TWEAK-Fn14 signaling, primary screen, luciferase reporter cells, uHTS; AID 1159606, 2016; TWEAK-stimulated Fn14 reporter cells, luciferase luminescence, 8 h; 360,000 compounds, 2% hits; inhibition, % at 10 µM; in the data active = inhibition above about 50%
TROY signal inh – inhibitors of TROY-driven NF-kB signaling, primary screen, Q293 LMP1-TROYcd cells, NF-kB luciferase, uHTS; Q293 LMP1-TROYcd NF-kB luciferase reporter, 4 h; inhibition, % at 10 µM; 360,000 compounds, 0.98% hits;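 active = compounds whose plate-normalised and pattern-corrected inhibition of the luciferase reporter signal at the single screening dose is 50% or more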
CF NFkB inh – inhibitors of PAF-induced NF-kB signaling, primary screen, cell-based, GFP fluorescence, uHTS; KKLEB NF-kB-GFP reporter, GFP fluorescence overnight; inhibition, % at 5 µM; 360,000 compounds, 0.86% hits;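 active = at least 50% inhibition at 5 µM, scaled per plate between neutral and stimulator controls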;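 note: PAF is a Pseudomonas aeruginosa culture filtrate used as stimulus; plate controls were PAF-stimulated DMSO wells for no effect and unstimulated DMSO wells for full effect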
SRC1 inh – SRC1 coactivator transcriptional activity inhibitors, primary screen, cell-based, luminescence; Nuclear receptor coactivator 1 (Homo sapiens), Q15788; HEK293 GAL4-SRC1 luciferase reporter; inhibition, % at 3.6 µM; 360,000 compounds, 0.12% hits;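 active = inhibition above the campaign mean plus 3 SD, with each screening campaign given its own cutoff, cut at about 60% in these data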;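 note: 0% = DMSO treated cells and 100% = gossypol at 36 µM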
NR5A2 inv ag – LRH-1 (NR5A2) inverse agonists, primary screen, cell-based, luminescence, HEK293T, StAR-luciferase reporter; LRH-1 transfected, 24 h; inhibition, % at 3.6 µM; 360,000 compounds, 0.13% hits; AID 602396, 2012;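 active = inhibition above the mean inhibition of all tested compounds plus 3 SD, cut at about 73% in these data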;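 note: 0% = DMSO wells and 100% = reporter-only cells lacking LRH-1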
Target sequence (O00482 whole entry, looked up): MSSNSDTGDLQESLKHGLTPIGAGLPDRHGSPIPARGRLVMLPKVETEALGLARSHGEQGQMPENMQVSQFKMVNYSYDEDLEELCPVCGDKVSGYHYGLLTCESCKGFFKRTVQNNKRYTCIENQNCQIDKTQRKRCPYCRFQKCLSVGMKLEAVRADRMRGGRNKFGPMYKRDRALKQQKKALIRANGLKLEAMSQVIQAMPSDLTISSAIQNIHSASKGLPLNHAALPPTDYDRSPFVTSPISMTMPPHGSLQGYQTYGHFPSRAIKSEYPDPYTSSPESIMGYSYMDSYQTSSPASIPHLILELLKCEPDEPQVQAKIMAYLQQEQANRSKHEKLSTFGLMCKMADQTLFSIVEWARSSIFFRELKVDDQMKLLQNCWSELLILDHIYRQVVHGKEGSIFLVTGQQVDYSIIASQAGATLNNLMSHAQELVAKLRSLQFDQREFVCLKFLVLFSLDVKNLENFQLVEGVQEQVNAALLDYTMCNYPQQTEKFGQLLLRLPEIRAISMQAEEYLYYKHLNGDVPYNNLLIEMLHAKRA
Starred values were filed as active, the others as inactive; x = no result given.

Each structure is followed by: C8 TRAIL sens, SRC3 inh, KKLEB tox, NCOA2 inhibitor, NR2F2 inh, LMP1 NFkB inh, TWEAK Fn14 block, TROY signal inh, CF NFkB inh, SRC1 inh, NR5A2 inv ag
- CC(=O)Nc1ccc(NC(=O)C2Cc3c(-c4ccco4)ccnc3O2)cc1 (configuration not stated)
    -10, -27, -8, 3, -17, x, -29, -4, -9, 26, 16
- C[C@H]1COC(=O)[C@@H](NC(=O)OCC2c3ccccc3-c3ccccc32)C/C=C\C[C@H](CC(=O)NCCO)C(=O)N1
    -6, -1, 0, 1, 0, 2, -2, -7, 8, -4, 14
- CCCNS(=O)(=O)c1cccn1-c1ncc(C(F)(F)F)cc1Cl
    7, 8, -2, 5, 3, -7, -15, -33, 6, -9, -5
- CCN(CC)S(=O)(=O)c1ccc(OC)c(NC(=O)c2cc(C)on2)c1
    -24, 10, 4, 14, 20, 1, 5, -1, -22, 12, 2
- CCOC(=O)C1=C(C)C(c2ccccc2)NC(=S)N1 (configuration not stated)
    2, -4, -3, -10, 1, 6, 10, 4, -16, -25, -2
- O=C(COc1cc(Cl)c(Cl)cc1Cl)NCCc1ccccn1
    -13, -1, 0, -6, -15, -1, -7, 9, -3, 3, -7
- Cc1ccc(NC(=O)NC(=O)N(C(C)C)S(=O)(=O)c2ccc(C)cc2)cc1
    -5, 12, -6, -31, -13, -7, -5, -26, 0, -21, 3
- CC(NC(=O)CN(C)Cc1cccc(F)c1)c1ccccc1 (configuration not stated)
    10, -4, 1, -48, 10, 0, -10, 3, 4, -5, -16
- Clc1ccc(Cn2ncc3c(NCc4cccnc4)ncnc32)cc1
    16, 21, -4, 20, 30, 5, 31, 59*, -8, -5, 14
- COc1cc(N)ccc1-c1cc2ccccc2oc1=O
    -3, -53, -8, -25, -18, -4, 7, -12, 4, -42, -18
- COc1ccccc1CN1CCN(Cc2ccc3ccccc3c2)CC1
    -11, 2, 1, -17, 14, 4, -9, 1, 3, 2, 6
- Cc1ccc(NC(=S)NC(NC(=O)N(C)C)C(Cl)(Cl)Cl)cc1 (configuration not stated)
    -2, 18, 3, 5, -7, 3, 4, 8, 7, -10, 14
- O=C1NC[C@H](Cc2ccccc2)N(CC2CCN(CCc3ccc(-c4ccccc4)cc3)CC2)C1=O
    2, -8, -3, 9, 9, 4, 13, 9, 2, -2, -4
- CN(C)C(=O)c1nc(C#N)c(N(C)C)o1
    7, -10, 7, 13, 2, 1, 9, 16, 4, -5, 7
- COc1ccc(OC)c(NC(=O)Nc2nc(C(N)CCc3ccccc3)cs2)c1 (configuration not stated)
    34, -9, -18, 10, -7, x, 0, 2, 24, -13, -2
- O=C(COC(=O)c1ccc(F)cc1Cl)NCc1ccco1
    2, -38, 14, -19, -6, -4, -24, -2, 3, -69, 6
- COc1ccc(F)cc1S(=O)(=O)n1cc(C)nc1-c1ccccc1
    -5, -1, -6, -17, -2, 4, 3, 1, 3, 12, -6
- COc1ccc(C2=NOC3(CC(=O)N(c4ccc(C)cc4)C3=O)C2)cc1 (configuration not stated)
    -2, -4, -12, -50, -4, 4, -4, 15, 20, -10, -11
- CC(=O)n1cc([C@@H]2C=C(C(=O)NCc3ccccc3)O[C@H](OCCCCO)C2)c2ccccc21
    4, -9, 1, -23, -5, -2, -4, 2, -9, -17, 8
- COc1ccc(CN(C)C(=O)c2cccc(NS(=O)(=O)c3ccccc3)c2)cc1F
    -11, -11, 10, -4, 4, 11, 7, 0, -4, 14, 15
- CCOc1ccc(NC(=O)c2cccc(S(=O)(=O)Nc3c(C)n(C)n(-c4ccccc4)c3=O)c2)cc1
    -9, -17, 13, 4, -1, 4, -13, -5, 1, -15, -20
- CC1CCN(C(=O)CN2C(=O)COc3ccc(Cl)cc32)CC1
    9, -2, 2, 6, -1, 3, 10, -3, -2, 12, 5
- CCCCn1c(=O)cc(O)c2ccccc21
    -8, -2, -4, -2, 15, 2, 3, 2, -8, -13, -10
- Cc1ccnc(NC(c2ccccn2)c2c(C)[nH]c3ccccc23)c1 (configuration not stated)
    -1, -38, -1, -14, 0, -6, -5, -25, 22, -46, -12
- COc1cccc(OC)c1Oc1ccc(C(F)(F)F)cn1
    0, 1, -3, -26, 11, -4, -2, -26, -9, -1, 7
- CCCCNC(=O)c1onc(CSc2ccccc2CC)c1C(=O)O
    -4, -9, -10, 4, -7, -11, -59, 7, -13, 7, -6
- O=C(NCc1ccc2[nH]c3c(c2c1)CCCC3)c1ccc(S(=O)(=O)N2CCOCC2)cc1
    -22, -14, 14, -6, -10, -6, -22, -28, 4, 9, 39
- CCOC(=O)/C(C#N)=C1/C=C(C)c2ccccc2N1
    7, 1, -10, -2, -6, -2, -22, -15, -63, 7, -18
- Cc1ccc(NC(=O)CCSCCc2ccccn2)cc1
    29, 10, -6, 33, 7, -8, 12, 1, 23, -1, -3
- O=C(NNC(=S)NC(=O)c1ccccc1)c1ccc(O)cc1
    13, -6, 5, -2, 0, 2, 14, -5, 0, 6, -6

Retrieved by compound from the list above (two):
Each structure is followed by: C8 TRAIL sens, SRC3 inh, KKLEB tox, NCOA2 inhibitor, NR2F2 inh, LMP1 NFkB inh, TWEAK Fn14 block, TROY signal inh, CF NFkB inh, SRC1 inh, NR5A2 inv ag
- CCOC(=O)/C(C#N)=C1/C=C(C)c2ccccc2N1
    7, 1, -10, -2, -6, -2, -22, -15, -63, 7, -18
- Cc1ccc(NC(=O)CCSCCc2ccccn2)cc1
    29, 10, -6, 33, 7, -8, 12, 1, 23, -1, -3

(more compounds)
Each structure is followed by: C8 TRAIL sens, SRC3 inh, KKLEB tox, NCOA2 inhibitor, NR2F2 inh, LMP1 NFkB inh, TWEAK Fn14 block, TROY signal inh, CF NFkB inh, SRC1 inh, NR5A2 inv ag
- Cn1nnnc1SCC(=O)N1CCCc2ccccc21
    -32, -18, 5, 4, 7, 4, -2, 16, -19, 0, -1
- Cc1ccc(N(CC(=O)NC2CCC(C)CC2)S(=O)(=O)c2cccnc2)cc1 (configuration not stated)
    -3, -7, -11, -3, -4, 6, 1, -9, 12, 12, -19
- O=c1c2ccccc2c2ccccc2c(=O)n1Cc1ccco1
    -1, 3, 2, -8, -6, 1, 1, -3, 6, -8, 4
- COc1cccc(C2N(c3cccc(Cl)c3)C(=O)C3CCCN32)c1OC (configuration not stated)
    -16, -6, -1, -29, -6, -5, -8, -2, 10, 15, -36
- Cn1c(SCC(=O)NCC2CCCO2)ncc(C(=O)Nc2ccc(F)cc2)c1=O (configuration not stated)
    47, 1, 7, -1, -5, -6, 12, -2, 13, -6, -14
- CC(C)c1nnc(NC(=O)CSc2ccccc2)s1
    -21, -13, -1, -25, -4, -8, -9, -44, -4, -54, 2
- Cc1ccnc(NC(=O)C(C)n2cc([N+](=O)[O-])cn2)c1 (configuration not stated)
    -6, -3, -17, 11, 12, -1, 13, 8, -9, -6, 13
- O=C(Nc1nc(-c2ccc(Oc3ccccc3)cc2)cs1)C1=COCCO1
    26, 20, -12, 28, 18, 9, 62*, 33, -2, 12, -3
- Cc1onc(-c2ccccc2Cl)c1C(=O)NCc1ccccc1
    -9, 2, -1, 2, -2, 0, -8, 3, 8, 7, -26
- O=C1CNC(=O)/C(=C/c2cccs2)N1
    4, -9, 0, -39, -1, -1, 0, -4, 6, -15, -1

Six compounds out of the list above, ordered by their value in NR2F2 inh, low to high.
smiles,SRC3 inh,NCOA2 inhibitor,NR2F2 inh,LMP1 NFkB inh,TWEAK Fn14 block,CF NFkB inh,SRC1 inh,NR5A2 inv ag
CCOC(=O)/C(C#N)=C1/C=C(C)c2ccccc2N1,1,-2,-6,-2,-22,-63,7,-18
Cn1c(SCC(=O)NCC2CCCO2)ncc(C(=O)Nc2ccc(F)cc2)c1=O (configuration not stated),1,-1,-5,-6,12,13,-6,-14
Cc1ccc(N(CC(=O)NC2CCC(C)CC2)S(=O)(=O)c2cccnc2)cc1 (configuration not stated),-7,-3,-4,6,1,12,12,-19
CCOc1ccc(NC(=O)c2cccc(S(=O)(=O)Nc3c(C)n(C)n(-c4ccccc4)c3=O)c2)cc1,-17,4,-1,4,-13,1,-15,-20
CC(NC(=O)CN(C)Cc1cccc(F)c1)c1ccccc1 (configuration not stated),-4,-48,10,0,-10,4,-5,-16
Cc1ccnc(NC(=O)C(C)n2cc([N+](=O)[O-])cn2)c1 (configuration not stated),-3,11,12,-1,13,-9,-6,13

(further entries)
Each structure is followed by: C8 TRAIL sens, SRC3 inh, KKLEB tox, NCOA2 inhibitor, NR2F2 inh, LMP1 NFkB inh, TWEAK Fn14 block, TROY signal inh, CF NFkB inh, SRC1 inh, NR5A2 inv ag
- CC(=O)NC(C)(c1ccccc1)c1nc(-c2cccc(F)c2)cs1 (configuration not stated)
    7, -16, -2, -21, 3, x, -5, -16, 18, -12, -6
- O=C(c1ccc(Br)cc1)N1CCN(c2ccccn2)CC1
    -6, -22, 9, -31, 2, 5, 4, 8, 8, 6, 10
- O=C(O)CCc1ccc(-c2ccc(F)cc2)n1CCC(=O)O
    16, 12, 0, 1, 1, 1, -2, 11, 20, 2, -20
- CC1CCN(C(=O)CN(c2cccc(F)c2)S(C)(=O)=O)CC1
    -2, 21, -4, -36, -9, -3, 1, 8, 4, -2, 7
- CCC(C(=O)OCC(=O)Nc1cc(C)ccc1OC)c1ccccc1 (configuration not stated)
    -7, 14, 8, -27, 15, -8, -10, -30, -12, -10, 2
- Cc1ccc2c(c1)N(C(C)C(=O)NCc1ccc3c(c1)OCO3)C(=O)CO2 (configuration not stated)
    16, 8, 6, 34, -2, -39, 35, 9, -2, 3, -4
- Fc1cccc(/C=N/Nc2nncc3ccccc23)c1
    84*, -79, -40, -82, -14, -9, 46, -33, -16, -94, -139
- Cc1nnc2c3ccccc3c(Cl)nn12
    2, 5, -2, -25, -9, 6, -10, -13, -6, -14, -5
- CCC(=O)N1CCc2cc(Br)c(S(=O)(=O)NCCN3CCCCC3CC)cc21 (configuration not stated)
    -5, -8, -10, -43, -6, -14, 12, 1, -16, -17, 1
- CCCCNC(=O)Nc1ccccn1
    -9, 14, 3, 8, 2, 0, 1, 8, 1, -47, -18
